KB-V1 MDR tox: kills drug-selected multidrug resistant KB-V1 cells; AID 1347076; 400,000 compounds, 3.4% hits; KB-V1 MDR cells viability, CellTiter-Glo, 72 h; Potency, µM (titrated, usually from 46.1 µM), without a hit: at the highest dose activity change, negative = cytotoxicity, hits mostly cytotoxic; note: potency is the fitted concentration of half-maximal effect; % is set by controls: 0 for no effect and ±100 for the full control effect; nearly all actives have a fitted effect of over 60% in size
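In this primary screen, KB-V1 cells overexpressing P-gp are incubated with library compounds (lowest to highest concentration) for 72 h at 37 degrees C before a luminescent ATP viability read.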
IL1B secr inh: inhibitors of inflammasome signaling (IL-1 beta secretion); THP-1 LPS/ATP IL-1B secretion, AlphaLISA, 16 h; hits give low values; activity change, % at 57.5 µM; 360,000 compounds, 4.7% hits; AID 743279; in the data active = activity change below about -50%; inconclusive = mostly about -30% to -49%; note: % is set by controls: 0 for no effect and ±100 for the full control effect
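THP-1 cells pretreated 1 hr with compounds (up to 57.5 uM final), then stimulated with LPS (250 ng/mL final) plus ATP (1.25 mM final); secreted IL-1B measured by AlphaLISA after 16 hr, decreased signal indicating inhibition.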
MCF10A rerep: DNA re-replication induction in MCF 10a cells. MCF 10A DNA re-replication, Hoechst nuclear intensity, 48 h. Potency, µM (titrated, usually from 46.1 µM), inactives show at the top dose activity, positive = re-replication, usual class: activators. 350,000 compounds, 2.9% hits; note: potency is the fitted concentration of half-maximal effect; % of control where 0% means no effect; nearly all actives have a fitted effect of over 50% in size
SW480 rerep: induces DNA re-replication in SW480 colon adenocarcinoma cells; SW480 DNA re-replication, Hoechst DNA content imaging, 48 h; Potency, µM (doses to about 46.1 µM), without a hit: at the highest dose re-replication activation, hits mostly activators; 340,000 compounds, 1.8% hits; note: potency is the fitted concentration of half-maximal effect; % of control where 0% means no effect; nearly all actives have a fitted effect of over 55% in size
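Hoechst fluorescence of nuclei (405 nm excitation, 500-530 nm emission) measured by plate-scanning imager after 48 hr compound exposure at 37 C; re-replication scored as increased number of nuclei with elevated intensity.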
KB-3-1 tox: kills parental KB-3-1 adenocarcinoma cells; KB-3-1 viability, CellTiter-Glo ATP luminescence, 72 h; 400,000 compounds, 1.4% hits; Potency, µM (top dose mostly 46.1 µM), for inactives: at the top dose activity change, negative = cytotoxic, hits mostly cytotoxic; AID 1347075; note: potency is the fitted concentration of half-maximal effect; % is set by controls: 0 for no effect and ±100 for the full control effect; nearly all actives have a fitted effect of over 60% in size
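Screening of KB-3-1 cells (DMEM, 10% FBS, phenol-red free) ran from lowest to highest compound concentration; after 72 h at 37 °C viability was read luminescently and curves fitted.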
ATXN2 expr inh: ATXN2 expression inhibition. HEK-293 ATXN2-luciferase reporter, luminescence, 24 h. Potency, µM (titrated, usually from 57 µM), inactives show at the top dose activity change, negative = inhibition, hits mostly inhibitors. 360,000 compounds, 0.72% hits; note: potency is the fitted concentration of half-maximal effect; % is set by controls: 0 for no effect and ±100 for the full control effect; nearly all actives have a fitted effect of over 55% in size
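qHTS (up to 57 uM final) was run with 24 h compound exposure of reporter cells at 37 °C. Each well was multiplexed: SteadyGlo luminescence measured ATXN2-luciferase expression after a fluorogenic Gly-Phe-AFC viability readout (25 uM final).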
HT1080NT lethal: kills 2HG-producing HT-1080-NT fibrosarcoma cells. Potency, µM (highest dose often 46.1 µM), inactives show at the highest dose activity, negative = less viability, actives largely listed as cytotoxic. HT-1080-NT fibrosarcoma viability, CellTiter-Glo ATP luminescence, 48 h. 360,000 compounds, 1.6% hits;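 note: NT is the 2HG producing partner of a matched IDH1 knockdown line; potency is the fitted concentration of half-maximal effect; 0% = DMSO-treated cells and -100% = media-only wells without cells; nearly all actives have a fitted effect of over 55% in size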
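HT-1080-NT fibrosarcoma cells (2HG-overproducing), 750 cells/well in RPMI with 5% FBS, dosed after 2 h and incubated 48 h at 37C. CellTiter-Glo luminescence normalized to DMSO and no-cell wells; concentration-response curves fitted and classed.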
HT1080 IDH1KD tx: kills HT-1080 cells with IDH1 knockdown. HT-1080 IDH1 knockdown viability, ATP luminescence, 48 h. Potency, µM (highest dose often 46.1 µM), without a hit: at the top dose activity, negative = toxicity, most hits filed as cytotoxic. 360,000 compounds, 2% hits. AID 686971;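 note: potency is the fitted concentration of half-maximal effect; 0% = DMSO wells and -100% = cell-free medium wells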
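CellTiter-Glo luminescence after 48 h compound exposure at 37 degrees C of IDH1-knockdown HT-1080 cells in 5% FBS RPMI. %Activity scaled between DMSO wells and cell-free media wells, with curves fitted and assigned curve classes.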
WRN inhibitor: inhibitors of human WRN helicase; Q14191; WRN helicase unwinding, fluorescent forked duplex, kinetic; Potency, µM (titrated, usually from 114 µM), without a hit: at the top dose activity change, negative = inhibition, hits mostly inhibitors; 360,000 compounds, 0.46% hits; AID 651768; note: potency is the fitted concentration of half-maximal effect; % is set by controls: 0 for no effect and ±100 for the full control effect; nearly all actives have a fitted effect of over 55% in size
Target sequence (Q14191 whole entry, looked up): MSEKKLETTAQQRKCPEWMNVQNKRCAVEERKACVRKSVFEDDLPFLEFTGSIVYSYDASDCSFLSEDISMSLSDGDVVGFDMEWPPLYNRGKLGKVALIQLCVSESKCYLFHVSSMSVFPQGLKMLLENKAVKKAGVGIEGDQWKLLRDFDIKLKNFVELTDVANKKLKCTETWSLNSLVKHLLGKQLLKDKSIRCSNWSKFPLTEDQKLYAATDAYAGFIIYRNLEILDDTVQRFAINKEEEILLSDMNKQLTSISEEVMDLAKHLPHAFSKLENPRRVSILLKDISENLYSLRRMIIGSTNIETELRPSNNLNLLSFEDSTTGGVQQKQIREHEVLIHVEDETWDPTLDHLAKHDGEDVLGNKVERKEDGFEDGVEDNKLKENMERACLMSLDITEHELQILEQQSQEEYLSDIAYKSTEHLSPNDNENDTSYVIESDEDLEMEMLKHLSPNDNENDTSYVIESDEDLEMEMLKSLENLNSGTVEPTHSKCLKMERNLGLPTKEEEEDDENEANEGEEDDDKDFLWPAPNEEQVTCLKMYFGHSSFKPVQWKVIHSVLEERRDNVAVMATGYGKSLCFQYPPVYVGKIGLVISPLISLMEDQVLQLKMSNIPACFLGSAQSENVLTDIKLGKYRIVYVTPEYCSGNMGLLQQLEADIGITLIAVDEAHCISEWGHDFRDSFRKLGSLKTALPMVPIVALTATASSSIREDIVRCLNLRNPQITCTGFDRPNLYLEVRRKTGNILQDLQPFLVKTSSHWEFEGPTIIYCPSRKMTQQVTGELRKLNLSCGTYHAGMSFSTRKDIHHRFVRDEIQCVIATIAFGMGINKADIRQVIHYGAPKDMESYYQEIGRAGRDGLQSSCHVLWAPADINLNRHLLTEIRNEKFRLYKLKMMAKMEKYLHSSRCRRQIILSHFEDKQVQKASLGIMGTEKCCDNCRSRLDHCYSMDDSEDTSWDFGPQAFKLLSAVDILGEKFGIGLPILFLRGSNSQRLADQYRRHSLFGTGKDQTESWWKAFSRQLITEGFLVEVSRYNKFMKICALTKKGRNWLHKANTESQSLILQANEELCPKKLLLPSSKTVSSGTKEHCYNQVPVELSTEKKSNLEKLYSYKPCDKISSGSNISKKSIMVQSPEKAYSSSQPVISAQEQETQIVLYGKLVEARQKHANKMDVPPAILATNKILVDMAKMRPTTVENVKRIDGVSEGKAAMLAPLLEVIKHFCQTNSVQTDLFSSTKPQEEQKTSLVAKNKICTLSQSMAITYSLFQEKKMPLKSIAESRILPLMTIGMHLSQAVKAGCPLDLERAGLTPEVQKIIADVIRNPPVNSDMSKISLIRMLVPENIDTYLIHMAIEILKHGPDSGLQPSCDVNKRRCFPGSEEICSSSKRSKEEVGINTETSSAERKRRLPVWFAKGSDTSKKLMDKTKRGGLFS
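Enzyme (20 nM final) and test compound sit together 15 min at room temperature before substrate addition. Substrate is a single-forked duplex oligonucleotide (100 nM) labelled with fluorophore and quencher, with 2 mM ATP; helicase unwinding raises red fluorescence, read kinetically.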
Active calls of the source: *; ? = inconclusive; / = no result given; [ ] = dose if it differs, or a comment. Unless noted, calls come from the whole dose curve; as a rule, active = well fitted curve in the direction sought with a large enough effect; inconclusive = small, poorly fitted or top-dose-only effect, or another doubt; inactive = no such curve, though single readings can be large; an effect the other way counts as inactive or inconclusive.

item	molecule	KB-V1 MDR tox	IL1B secr inh	MCF10A rerep	SW480 rerep	KB-3-1 tox	ATXN2 expr inh	HT1080NT lethal	HT1080 IDH1KD tx	WRN inhibitor
1	COc1ccc(CN(C)C(=O)C2CCN(S(=O)(=O)c3cccs3)CC2)cc1F	-9%	0	?	-7%	-7%	-20%	0%	4%	8%
2	CC(=O)Nn1c(COc2ccccc2C)nc2ccccc2c1=O	-4%	-2	2%	-6%	12%	-12%	2%	0%	11%
3	CC1Cc2ccccc2N1C(=O)CCn1c(=O)sc2ccccc21 (centres undefined)	-12%	-11	1%	-1%	-8%	-8%	14%	-6%	-2%
4	Cc1ccccc1-c1nc(CN2CCC(C(=O)NCCCN3CC(C)CC(C)C3)CC2)c(C)o1 (centres undefined)	-14%	-6	23%	?	?	/	-17%	-28%	4%
5	Cc1cc(C)n(CC(O)COc2ccccc2)n1 (centres undefined)	19%	-20	4%	-6%	-1%	-5%	-5%	-5%	10%
6	COc1cc(OC)cc(C(=O)Nc2nc(CC(=O)NCc3ccccc3OC)cs2)c1	16µM*	-27	?	3%	2%	-24%	-19%	-18%	1%
7	CN(CC(=O)Nc1c(Cl)cccc1Cl)CC(=O)N1CCc2ccccc21	?	8	/	/	2%	/	4%	2%	-2%
8	N#C/C(=C/c1ccc(OCc2ccc(C(=O)O)cc2)c(Br)c1)c1cccc(F)c1	0%	-12	8%	0%	-13%	0%	-24%	-9%	-20%[11.6 µM]
9	CCc1nc2ccc(C(=O)N3CCN(C(=O)c4ccco4)CC3)cn2c1N(C)CCC(C)C	?	-8	/	/	-16%	0%	0%	1%	-8%[57.1 µM]
10	CCOc1ccc(S(=O)(=O)Nc2cc(Cl)ccc2O)cc1	-17%	19	?	25%	?	-18%	?	23µM*	-14%
11	O=C(NCC1CCCO1)c1cccc(NC(=O)c2ccc(Br)cc2)c1 (centres undefined)	-19%	?	0%	-3%	-9%	5%	10%	0%	0%
12	COc1cc(/C=C/c2nnc3c4ccccc4ncn23)cc(OC)c1OC	-25%	?	?	-10%	24%	9%	?	?	56µM*
13	CCOc1ccccc1N1CN(C2CCCCC2)CNC1=S	28%	-6	1%	-5%	10%	1%	-1%	6%	4%
14	CN1CCN(Cc2cccc(Oc3ccccc3)c2)CC1	-1%	-53*	16%	3%	-5%	3%	12%	0%[9.24 µM]	3%[57.1 µM]
15	CC(C)OCCCNC(=S)N1CCC(C(=O)c2ccc3c(c2)OCCO3)CC1	-26%	39	15%	0%	2%	-28%	9%	3%	-6%
16	COC(=O)CN1C(=O)C(C)=C(c2ccc(C)cc2)S1(=O)=O	-13%	0	-1%	0%	3%	10%	18%	-4%	9%
17	CCN(Cc1ccncc1)Cc1ccc(OC)cc1OC	-28%	0	-1%	3%	-4%	/	-4%	-4%	0%
18	S=c1nc(COc2ccccc2)[nH]c2ccccc12	9%	3	-2%	-6%	-1%	/	3%	1%	-4%
19	O=C1/C(=C/c2cccs2)COc2ccccc21	-4%	-10	12%	4%	0%	7%	-1%	-6%	?
20	CCS(=O)(=O)N1CCN(S(=O)(=O)c2ccc3ccccc3c2)CC1	?	33	-8%	22%	-20%	-10%	-2%	-4%	5%
21	O=C(NC(Nc1nc2ccc([N+](=O)[O-])cc2s1)(C(F)(F)F)C(F)(F)F)c1ccccc1Cl	-1%	-69*	21µM*	?	?	?	3.3µM*	2.9µM*	-2%
22	Nc1nonc1-n1nnc(C(=O)N/N=C/c2ccc(OCc3ccccc3)cc2)c1CNc1ccccc1	5%	39	?	?	2%	-12%	?	?	-5%
23	CCOCCCNC(=S)Nc1ccc2nc(N3CCN(CC)CC3)cc(C)c2c1	11%	47	?	-7%	-4%	0%	-15%	-10%	6%
24	CCCCn1c(N)c(N(CC)C(=O)C2COc3ccccc3O2)c(=O)[nH]c1=O (centres undefined)	-2%	9	1%	-3%	13%	-3%	-4%	-11%	7%
25	Cc1cc(C)c2[nH]c(=O)c(CN(Cc3cccs3)C(=S)NCC3CCCO3)cc2c1 (centres undefined)	?	-11	/	/	-1%	12%	-1%	-3%	-20%
26	CN(C(=O)c1cccc(C#N)c1)c1nnc(-c2ccccn2)s1	20%	-18	-8%	-16%	16%	3%	24%	-2%	-8%
27	CCOC(=S)SCC(=O)Nc1ncc(C)s1	-1%	-98*	?	?	0%	-9%	?	18µM*	-19%
28	CCCCNC(=O)CNC(=S)N(Cc1cc(OC)c(OC)c(OC)c1)C1CCCC1	-13%	-12	6%	-3%	4%	6%	-13%	-9%	-3%
29	COc1cccc(-c2nc(CS(=O)(=O)CC(=O)Nc3ccccc3C)c(C)o2)c1	-4%	8	1%	10%	1%	-21%	-11%	-3%	-6%
30	O=C(N/N=C/c1cccc([N+](=O)[O-])c1)c1cc[n+](CCO)cc1	11%	7	0%	-11%	1%	/	10%	4%	-6%
31	O=C(Cc1ccccc1Cl)NCCCn1ccnc1	-16%	-10	0%	-4%	0%	3%	-3%	2%	-15%
32	OC(CC(O)c1ccccc1)c1ccccc1 (centres undefined)	?	-2	0%	4%	0%	5%	11%	9%	2%
33	C[C@H](CO)N1C[C@H](C)[C@@H](CN(C)S(=O)(=O)c2cn(C)cn2)Oc2ccc(NC(=O)Nc3ccccc3)cc2C1=O	6%	65	2%	-6%	-68%	-20%	3%	-11%	-18%
34	CN(C)S(=O)(=O)n1cc(/C=C(\NC(=O)c2ccccc2F)C(=O)N2CCOCC2)c2ccccc21	-5%	5	11%	8%	13%	-13%	11%	16%	-6%
35	COc1ccc(C(=O)Nc2cccc(OC(=O)c3ccco3)c2)cc1	4%	-4	1%	15%	5%	3%	-4%	-3%	-13%
36	COc1ccccc1-n1c(SCC(=O)N2CCCCC2)nc(O)c(Cc2ccccc2)c1=O	5%	1	-5%	0%	4%	/	11%	7%	-5%
37	NC(=O)c1cc(NC(=O)c2cc(Br)c(Br)s2)cc(C(N)=O)c1	4%	-6	0%	-4%	0%	7%	24%	25%	-23%
38	Cn1nnnc1SCC(=O)N1N=C(c2ccc(Cl)cc2)CC1c1ccco1 (centres undefined)	-25%	-8	2%	-8%	-8%	/	-3%	-18%	4%
39	Cc1ccc2c(c1)N(Cc1ccc([N+](=O)[O-])cc1)C=NS2(=O)=O	12%	19	3%	5%	4%	-4%	-3%	-2%	7%
40	Cc1ccc(S(=O)(=O)NNc2ccccc2)cc1	16%	14	18%	?	-3%	0%	-18%	-16%	-13%
41	CCCCN(C=O)c1c(CC)nc2ccc(C(=O)NCCc3c[nH]c4ccccc34)cn12	2%	-28	/	/	0%	-9%	-14%	-21%	-2%
42	CCOC(=O)C1CCCN(C(=O)c2cccc(S(=O)(=O)N3CCOCC3)c2)C1 (centres undefined)	-6%	13	3%	-3%[1.84 µM]	-10%	9%	1%	-12%	-8%[57.1 µM]
43	O=C(CCNC(=O)c1ccc(Cl)cc1)NCc1ccccc1Cl	-7%	-10	18%	6%	-4%	-3%	4%	-8%	-34%
44	COC(=O)[C@H](C)N1C/C=C\COc2c(Cl)cc(Cl)cc2S1(=O)=O	0%	16	-4%	0%	0%	4%	4%	4%	-4%
45	O=C(c1ncn(Cc2ccccc2)c1C(=O)N1CCc2ccccc2C1)N1CCc2ccccc2C1	-15%	25	11%	9%	-7%	-1%	-3%	0%	-14%
46	Cc1[nH]c2ccc(Br)cc2c(=O)c1CN1CCCCCC1	8%	18	17%	-20%	-3%	/	-3%	-7%	-5%
47	O=S(=O)(c1ccccc1)C1CON(Cc2ccccc2)C1c1ccccc1 (centres undefined)	4%	3	0%	-113%[inhibitor]	4%	4%	16%	12%	15%
48	COc1ccccc1NC(=O)CCC(=O)N/N=C(/C)c1ccc(C)cc1	6%	9	0%	0%	7%	0%	7%	18%	2%
49	Cc1ccc(NC(=O)CN(C)S(=O)(=O)c2ccc3c(c2)c(=O)n(C)c(=O)n3C)cc1	-2%	0	0%	-5%	-29%	-9%	3%	10%	-3%
50	Cc1ccc(OCC(=O)NCCNC(=O)c2cnccn2)cc1	22%	19	0%	-11%	-4%	2%	-2%	2%	-1%
51	C=C(C)CSc1nncn1/N=C/c1ccc(OC)cc1	-15%	-2	11%	5%	-4%	30%[activator]	16%	?	-18%
52	COc1ccc(S(=O)(=O)N2CCOC2CNC(=O)C(=O)NCc2ccncc2)cc1C (centres undefined)	3%	-8	12%	-2%	20%	4%	10%	0%	-4%
53	CN(C)S(=O)(=O)N1CCC(Oc2ccc(C(=O)N3CCCCCCC3)cc2)CC1	10µM*	0	23%	-2%	?	30%	-4%	-4%	-7%
54	Cc1onc(-c2c(Cl)cccc2Cl)c1/C(N)=N/OC(=O)C1CC1	8%	8	0%	-10%	1%	/	9%	8%	11%
55	Cc1nc(N)sc1-c1csc(Nc2ncccn2)n1	0%	-81*	?	17%	1%	15%	?	21µM*	-25%

Compound activity (PubChem)
